NFkB transloc inh: blocks IL-1B driven NFkB nuclear translocation in HUVEC cells; hit rate 0.43% among 94,000; HUVEC IL-1B NFkB p65 nuclear translocation imaging; inhibition, % at 2 µM;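 active means inhibition above about 30% together with a positive call from visual inspection of the well image, limit read from the data; inconclusive means inhibition above a set limit but visual check negative; inactive means inhibition not above a set limit, visual check negative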;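 further: nuclear over cytoplasmic p65 intensity ratio measured by imaging; 0% = IL-1B stimulated DMSO wells and 100% = unstimulated DMSO wells; values of inactives mirror those of a sister screen read the other way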
PLAP inhibitors HTS: inhibition of human placental alkaline phosphatase – biochemical, luminescence, HTS (AID 690); hit rate 0.08% among 96,000; purified PLAP, luminescent substrate; higher % means a stronger effect; one-dose inhibition, % at 20 µM; IC50 in µM for titrated hits; in the data active means a potency from the dose series; inactive means the rest, 99 in 100 with inhibition below about 30%; further: strong numbers were not always called active
Bcl-B TR3 displacers: displacers of TR3 peptide from Bcl-B, primary screen, selectivity assay for Bfl-1 inhibitor project, biochemical, fluorescence polarization; FP displacement of FITC-TR3 peptide from Bcl-B; higher % means a stronger effect; displacement, % at 20 µM; hits with a dose series show IC50 in µM; hit rate 0.11% among 96,000; AID 748;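 active means displacement above 50% at 20 µM plus a fluorescence interference ratio under 1.5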;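 further: plate controls were wells without compound for no effect and wells lacking Bcl-B protein for full effect; a part of the inactive calls stands beside numbers as strong as those of hits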
MRP resist rev: reverses drug resistance mediated by MRP | H69AR cells + 2 uM doxorubicin, CellTiter-Glo, 72 h | differential viability (reversal), % at 10 µM | hit rate 0.04% among 85,000 | AID 602;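 active means viability drop by adding the cancer drug above about 55%, with treated viability meeting a 40% cutoff, limit read from the data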;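 further: viability without doxorubicin minus viability with 2 µM doxorubicin for each compound; larger differential means the compound sensitizes cells more to doxorubicin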
NFkB transloc pot: enhances IL-1B driven NFkB nuclear translocation; hit rate 0.3% among 94,000; activation, % at 2 µM; HUVEC IL-1B NFkB p65 nuclear translocation imaging;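 active means activation above 40%, about the mean plus 3 SD, also judged a hit on visual image review; inconclusive means activation above 40% but not a hit on visual review; inactive means activation not above 40% and no visual hit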;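 further: percent activation is computed from the nuclear over cytoplasmic p65 intensity ratio; values of inactives mirror those of a sister screen read the other way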
MRP resist rev cytotoxicity: further read-out of MRP resist rev, marked with its call; viability, %; H69AR cells, CellTiter-Glo, 72 h; measured here: cytotoxicity without doxorubicin
MRP resist rev with doxorubicin: also measured in MRP resist rev; calls as there; viability, %; measured here: viability with 2 uM doxorubicin; active compounds read low
NFkB transloc inh cell count 2 µM: recorded beside NFkB transloc inh, whose call it bears; cell count; measured here: cells passing quality filter;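 raw number of nuclei counted in each imaged well without normalization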
NFkB transloc pot cell count 2 µM: recorded beside NFkB transloc pot, whose call it bears; cell count; measured here: cells passing quality filter
Active calls of the source: *; u = inconclusive; x = not tested or not shown; & = joins results of further samples. Some of the compounds tested; the hit share may differ from the screen's.

SMILES	NFkB transloc inh	NFkB transloc inh cell count 2 µM	PLAP inhibitors HTS	Bcl-B TR3 displacers	MRP resist rev	MRP resist rev cytotoxicity	MRP resist rev with doxorubicin	NFkB transloc pot	NFkB transloc pot cell count 2 µM
CCOC(=O)Cn1c(=O)c2c(nc(Br)n2Cc2ccc(Cl)cc2)n(C)c1=O	x	x	16%	-4%	5	85	80	x	x
O=c1cc(O)nc(SCc2ccccc2)n1-c1ccccc1	5&3	144&85	-16%&-28%	-2%&1%	x	x	x	-5&-3	144&85
CC(C)N(CCNS(=O)(=O)c1ccc(Cl)cc1)C(C)C	9	134	10%	0%	x	x	x	-9	134
COc1ccc(OCCSc2nnc(C)n2-c2ccccc2)cc1	-9	69	x	x	-54	32	86	9	69
CC12CN3CC(C)(CN(C1)C3c1ccc(Br)cc1)C2=O (stereo unspecified)	4	113	4%	2%	21	97	76	-4	113
COc1ccc(Cl)cc1NC(=S)N1CCN(c2ccccn2)CC1	21	127	-5%	3%	x	x	x	-21	127
CCc1nn(CC(=O)NCCCN2CCc3ccccc3C2)c(=O)c2cc3sccc3n12	-46	66	-62%	7%	4	67	63	u	x
CCOC(=O)c1sc(NC(=O)c2ccc3ncsc3c2)nc1C	x	x	-15%	-5%	5	90	84	x	x
O=C(CC(c1ccccc1)c1ccccc1)OCn1nnc2ccccc2c1=O	-5	169	-35%	-8%	x	x	x	5	169
COC(=O)CNC(=O)c1cccc(F)c1	-2	146	15%	0%	-4	97	101	2	146
CC1Cc2nc(SCC(=O)Nc3ccccc3F)n(C)c(=O)c2S1 (stereo unspecified)	0	147	x	x	19	98	79	-1	147
O=C(c1cnc2sccn2c1=O)N(Cc1ccccc1)c1ccccn1	x	x	-4%	-3%	4	102	98	x	x
CCOC(=O)c1c[nH]c2c(C)cc(C)cc2c1=O	-1	134	16%	10%	x	x	x	1	134
CNc1cc(CS(=O)c2ccccc2)nc(-c2ccccc2)n1 (stereo unspecified)	12	107	-4%	-4%	x	x	x	-12	107
Cc1ccc(C2=N/C(=C/N3CCOCC3)C(=O)O2)cc1	-13	159	24%	-2%	7	96	89	13	159
COc1cc(/C=N/NC(=O)c2cccnc2)ccc1OS(=O)(=O)c1ccc(F)cc1	-3	82	-58%	-4%	x	x	x	3	82
CC1CCN(Cc2ccc(NC(=O)C3CCN(c4nnc(-n5cccc5)s4)CC3)cc2)CC1	x	x	-40%	25%	-4	97	101	x	x
O=C(CCSc1ccc(Cl)cc1)NC12CC3CC(CC(C3)C1)C2	5	161	30%	-1%	x	x	x	-5	161
O=C(Nc1ccccc1)OCC1CCCN2CCCCC12 (stereo unspecified)	-2	65	1%	4%	-4	91	95	2	65
COC(=O)Nc1ccc(S(=O)(=O)N2CCCc3ccccc32)cc1	x	x	9%	-4%	-35	18	53	x	x
CCOC(=O)c1sc(=S)n(-c2ccc(C)cc2)c1SC	-10	169	-8%	-2%	x	x	x	10	169
Cn1c(-c2ccc3c(c2)OCO3)cnc1N	16	103	-11%	4%	3	84	80	-16	103
Cc1nn(C)c(C)c1CNC(=O)c1cc2n(n1)C(C(F)(F)F)CC(c1cccs1)N2 (stereo unspecified)	-4	151	-40%	-1%	8	93	85	4	151
CCOC(=O)C1(c2csc(N)n2)COC(=O)C1 (stereo unspecified)	-8	70	8%	0%	8	100	92	8	70
CC(C)OCCCNC(=O)c1ccc(N(C)S(C)(=O)=O)cc1	-11	109	x	x	-14	84	98	11	109

4 records picked at random from those above:
SMILES	NFkB transloc inh	NFkB transloc inh cell count 2 µM	PLAP inhibitors HTS	Bcl-B TR3 displacers	MRP resist rev	MRP resist rev cytotoxicity	MRP resist rev with doxorubicin	NFkB transloc pot	NFkB transloc pot cell count 2 µM
CC(C)OCCCNC(=O)c1ccc(N(C)S(C)(=O)=O)cc1	-11	109	x	x	-14	84	98	11	109
CC1CCN(Cc2ccc(NC(=O)C3CCN(c4nnc(-n5cccc5)s4)CC3)cc2)CC1	x	x	-40%	25%	-4	97	101	x	x
COc1ccc(OCCSc2nnc(C)n2-c2ccccc2)cc1	-9	69	x	x	-54	32	86	9	69
CCOC(=O)c1sc(NC(=O)c2ccc3ncsc3c2)nc1C	x	x	-15%	-5%	5	90	84	x	x

Entries of single compounds, looked up by structure. Values in the order: NFkB transloc inh	NFkB transloc inh cell count 2 µM	PLAP inhibitors HTS	Bcl-B TR3 displacers	MRP resist rev	MRP resist rev cytotoxicity	MRP resist rev with doxorubicin	NFkB transloc pot	NFkB transloc pot cell count 2 µM
CCOC(=O)c1sc(NC(=O)c2ccc3ncsc3c2)nc1C is entered as x	x	-15%	-5%	5	90	84	x	x
COc1ccc(Cl)cc1NC(=S)N1CCN(c2ccccn2)CC1 is entered as 21	127	-5%	3%	x	x	x	-21	127
Cc1nn(C)c(C)c1CNC(=O)c1cc2n(n1)C(C(F)(F)F)CC(c1cccs1)N2 (stereo unspecified) is entered as -4	151	-40%	-1%	8	93	85	4	151
CCOC(=O)Cn1c(=O)c2c(nc(Br)n2Cc2ccc(Cl)cc2)n(C)c1=O is entered as x	x	16%	-4%	5	85	80	x	x
O=C(Nc1ccccc1)OCC1CCCN2CCCCC12 (stereo unspecified) is entered as -2	65	1%	4%	-4	91	95	2	65

The results go on:
SMILES	NFkB transloc inh	NFkB transloc inh cell count 2 µM	PLAP inhibitors HTS	Bcl-B TR3 displacers	MRP resist rev	MRP resist rev cytotoxicity	MRP resist rev with doxorubicin	NFkB transloc pot	NFkB transloc pot cell count 2 µM
Cc1nc2ccc(C(=O)O)cc2c2c1CC(C)S2 (stereo unspecified)	-1	151	-33%	x	-8	71	78	1	151
O=C(CC1=NCCNC(c2ccccc2)C1)c1ccccc1O (stereo unspecified)	10	82	-39%	-17%	-16	65	81	-10	82
COC(=O)CCN(c1ccccc1)S(=O)(=O)c1ccc(OC)cc1	-8	180	5%	4%	-9	81	90	7	180
COc1ccccc1NC(=O)CN1CCN(S(=O)(=O)c2ccc(Br)cc2)CC1	-12	76	1%	-6%	11	76	65	12	76
CS(=O)(=O)N(CC(=O)NCc1ccc2c(c1)OCO2)Cc1ccc(Cl)cc1	-22	122	-46%	2%	17	92	75	22	122
CCSc1nnc(C)n1-c1ccc(C(=O)O)cc1	0	171	6%	0%	3	85	82	0	171
COc1ccc(C2C3=C(CC(C)(C)CC3=O)Oc3ncn(Cc4ccco4)c(=N)c32)cc1 (stereo unspecified)	-10	127	-45%	6%	-19	61	80	10	127
S=C1CCSc2ccc(Cl)cc2N1	x	x	17%	4%	10	89	80	x	x
NC(=O)c1ccc(-n2nnnc2SCC(=O)Nc2ccc(N3CCOCC3)c(Cl)c2)cc1	-32	197	24%	-25%	x	x	x	32	197
Cc1c(O)cc2n(c1=O)-c1ccc(Cl)cc1C2(C)C	-4	130	x	x	16	104	88	4	130
CCOC(=O)C1CCN(C(=O)Nc2ccc3nccnc3c2)CC1	-6	146	x	x	15	94	79	6	146
Cc1ccc(NC(=O)C2(N(CC(C)C)C(=O)Cn3nnnc3N)CCCCC2)cc1	x	x	12%	-9%	11	103	92	x	x
CCOC(=O)C1=C(CN2CCCCC2)NC(=O)NC1c1cc(C)ccc1C (stereo unspecified)	7	149	-34%	-1%	-1	74	75	-7	149
CCOC(=O)CSc1nc2sc(C)c(C)c2c(=O)n1C	-6	162	11%	-4%	14	102	88	6	162
COc1cc(C2N(c3ccccc3)CCN2c2ccccc2)ccc1OC(C)=O	x	x	13%	-6%	-12	83	96	x	x
Cc1cc(N=Cc2c(O)n(-c3ccc4c(c3)OCO4)c(=O)c3ccccc23)ccn1	-38	219	-26%	-303%	-11	21	33	37	219
CCOc1cccc(/C(O)=C2/C(=O)C(=O)N(Cc3cccnc3)C2c2ccco2)c1 (stereo unspecified)	-15	128	19%	1%	-11	77	88	15	128
O=C(OCCOc1ccc(Br)cc1)c1cnccn1	-18	84	-26%	-2%	12	100	87	18	84
O=C(CN1C(=O)CSc2ccccc21)Nc1ccc2c(c1)OCCO2	-2	169	13%	-32%	4	92	88	2	169
COc1ccc(Cc2nnc(N)s2)cc1	5	151	-1%	-3%	-19	87	106	-5	151
COc1ccc(CNC(=O)c2cnn3c(C(F)F)cc(C)nc23)cc1OC	x	x	-26%	0%	-1	83	84	x	x
COc1cccc(/C=N/n2nnnc2N)c1OCc1ccccc1Cl	1	78	x	x	0	85	84	-1	78
COc1cc(C(=O)NCc2nnc(SCC(=O)Nc3cccc(C)c3)o2)cc(OC)c1OC	-5	175	-33%	10%	7	102	95	5	175
CSc1cccc(NC(=O)C2CCN(S(C)(=O)=O)CC2)c1	-1	145	10%	-4%	47	95	48	1	145
O=C(NCc1ccccn1)C1CC(c2ccc(F)cc2)=NO1 (stereo unspecified)	-5	144	0%	10%	3	102	99	-9	56

Gathered by group, those above with a COOH group.
SMILES	NFkB transloc inh	NFkB transloc inh cell count 2 µM	PLAP inhibitors HTS	Bcl-B TR3 displacers	MRP resist rev	MRP resist rev cytotoxicity	MRP resist rev with doxorubicin	NFkB transloc pot	NFkB transloc pot cell count 2 µM
Cc1nc2ccc(C(=O)O)cc2c2c1CC(C)S2 (stereo unspecified)	-1	151	-33%	x	-8	71	78	1	151
CCSc1nnc(C)n1-c1ccc(C(=O)O)cc1	0	171	6%	0%	3	85	82	0	171

(more compounds)
SMILES	NFkB transloc inh	NFkB transloc inh cell count 2 µM	PLAP inhibitors HTS	Bcl-B TR3 displacers	MRP resist rev	MRP resist rev cytotoxicity	MRP resist rev with doxorubicin	NFkB transloc pot	NFkB transloc pot cell count 2 µM
O=C(NC(C(=O)N/N=C/c1cccc2ccccc12)c1n[nH]c(=O)c2ccccc12)c1ccccc1 (stereo unspecified)	-2	165	-30%	-9%	-26	43	69	2	165
CC(C(=O)Nc1ccc2c(c1)OCCO2)N1CCN(C(=O)c2ccco2)CC1 (stereo unspecified)	14	185	-7%	5%	5	90	85	-14	185
Clc1ccc(COc2ccccn2)cc1Cl	5	124	-5%	-2%	2	91	89	-5	124
Cc1ccc(NCc2nnc(SCCN3CCCCC3)n2CC2CCCO2)cc1Cl (stereo unspecified)	-2	110	-97%	5%	14	82	69	2	110
O=C(Oc1ccccc1)N1CCN(c2ccc(F)cc2)CC1	-11	173	3%	-3%	21	94	73	11	173
CCCOC(=O)c1ccc(NC(=O)C2CCCO2)cc1 (stereo unspecified)	-8	169	-1%	-1%	5	96	92	7	169
CCOC(=O)c1ccc(-n2[nH]c(-c3ccccc3)cc2=O)cc1	-14	72	-21%	0%	-14	50	63	14	72
CCOc1ccc(-n2c(SCc3nc(-c4ccc(C)cc4)no3)nnc2-c2ccncc2)cc1	-8	169	-75%	-8%	2	87	85	8	169
COc1ccc(OC)c(NC(=O)COc2ccc(S(=O)(=O)NC(C)C)cc2)c1	20	65	21%	-11%	-30	43	73	-20	65
Cc1ccccc1NC(=O)CN1CCC(NC(=O)Nc2ccccc2)CC1	-34	174	8%	-3%	8	92	84	34	174
O=C1COc2ccc(C(=O)COC(=O)C3CCN(S(=O)(=O)c4cccs4)CC3)cc2N1	-23	196	2%	-11%	8	90	82	23	196
O=c1c2[nH]c3ccccc3c2ncn1Cc1ccco1	-2	164	23%	3%	-4	85	89	2	164
COc1ccccc1OCC(=O)Nc1cccc(-c2nc3ccccc3o2)c1	-15	155	30%	-6%	-4	78	82	15	155
O=C(Cc1cccs1)N(c1ccc(Cl)cc1)C1C=CS(=O)(=O)C1 (stereo unspecified)	-1	73	-6%	2%	15	85	70	1	73
Cc1ccc(-c2nc3ncccc3o2)cc1NC(=O)c1ccco1	-6	150	x	x	-2	79	81	6	150
COC(=O)c1ccc(CSc2nnc(-c3c[nH]c4ccccc34)n2C)o1	x	x	-16%	-8%	1	80	79	x	x
Cc1ccc(N(CC(=O)N2CC(=O)Nc3ccccc32)S(=O)(=O)c2ccc3c(c2)OCCO3)cc1	2	120	x	x	11	99	88	-2	120
Cc1oc(-c2ccccc2)cc1C(=O)Nc1ccc(N(C)C)cc1	3	148	2%	-6%	7	92	85	-3	148

Screening data from PubChem BioAssay.
